MLLE-PAM2 inh = blocks PAM2 peptide binding to the PABP1 MLLE domain; P11940; GST-MLLE / FITC-PAM2 fluorescence polarization; AID 588489; inhibition, % at 20 µM; 360,000 compounds, 0.36% hits; in the data active means inhibition above about 35%, passing the limit was not always enough;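 further: plate controls were DMSO wells with GST-MLLE for no effect and wells lacking GST-MLLE protein for full effect; some results filed as inactive read as strong as hits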
NadD inh = inhibitors of Staphylococcus aureus NadD; purified NadD enzyme, colorimetric absorbance read-out; inhibition, % at 20 µM; 360,000 compounds, 0.78% hits; AID 602399; in the data active means inhibition above about 26%; further: some compounds past the cut are filed as inactive
FAS TE block = FAS thioesterase (human) inhibition | P49327 | recombinant FAS-TE, OMFH fluorogenic substrate, fluorescence endpoint | inhibition, % at 15 µM | 360,000 compounds, 0.67% hits | AID 602261;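 active means compounds whose normalised, plate-corrected inhibition of enzyme fluorescence in the single-dose primary screen is 50% or more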;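 further: 0% = DMSO with enzyme and 100% = substrate without enzyme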
CSN deneddyl inh = CSN deneddylation inhibition; 360,000 compounds, 0.38% hits; AID 651999; inhibition, % at 12.5 µM; Purified CSN, SCF-Nedd8-OG deneddylation, fluorescence polarization; Q92905;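 active means pattern-corrected inhibition above about 35%, with an unprinted fluorescence ratio check between 0.5 and 1.5, limit read from the data, passing the limit was not always enough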;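 further: 0% = enzyme with substrate and 100% = substrate without enzyme; some results filed as inactive read as strong as hits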
Target sequence (Q92905 whole entry, looked up, one chain of several): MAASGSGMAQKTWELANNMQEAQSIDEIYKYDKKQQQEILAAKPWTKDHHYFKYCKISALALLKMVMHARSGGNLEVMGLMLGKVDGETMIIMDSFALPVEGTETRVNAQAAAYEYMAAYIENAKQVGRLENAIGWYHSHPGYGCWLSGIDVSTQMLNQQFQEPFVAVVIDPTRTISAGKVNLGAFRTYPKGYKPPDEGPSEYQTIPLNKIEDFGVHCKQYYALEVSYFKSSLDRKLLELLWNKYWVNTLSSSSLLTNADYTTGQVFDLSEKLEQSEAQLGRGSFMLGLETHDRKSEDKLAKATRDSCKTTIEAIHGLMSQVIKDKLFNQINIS
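Assay system: HEK293T-derived human Csn5 enzyme; quantity: 0.24 nM enzyme; medium: Tris/NaCl/DTT buffer, pH 7.5; also added: substrate SCFSkp2-Nedd8OG, 10 nM; doses: 12.5 µM compound; schedule: 90 min reaction at room temperature; signal: FP; read-out: % inhibition of substrate cleavage by Csn5; benchmarks: substrate-only high control, full reaction low control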
SKN-1 inh = inhibitors of C. elegans SKN-1 | C. elegans VP596 Pgst-4::GFP/RFP ratio, acrylamide-induced, 24 h | inhibition, % at 21.8 µM | 360,000 compounds, 0.49% hits | AID 624304;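 active means interference check ratio from 0.5 to 1.5 plus GFP to RFP signal ratio inhibition reaching or exceeding a fixed threshold, cut at about 30% in these data, passing the limit was not always enough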; further: some compounds called inactive have numbers as strong as hits
Rin1-Abl PPI inh = human Rin1-Abl interaction inhibition | P00519+Q13671 | AID 588664 | 360,000 compounds, 0.4% hits | TR-FRET Rin1/Abl binding, biochemical | inhibition, % at 7.35 µM; in the data active means inhibition above about 5%, passing the limit was not always enough
Neddyl block = blocks human cullin neddylation; TR-FRET cullin neddylation, biochemical; calls only at 25 µM; 360,000 compounds, 0.58% hits; in the data active means inhibition above about 36%
Target sequence (P61081 whole entry, looked up): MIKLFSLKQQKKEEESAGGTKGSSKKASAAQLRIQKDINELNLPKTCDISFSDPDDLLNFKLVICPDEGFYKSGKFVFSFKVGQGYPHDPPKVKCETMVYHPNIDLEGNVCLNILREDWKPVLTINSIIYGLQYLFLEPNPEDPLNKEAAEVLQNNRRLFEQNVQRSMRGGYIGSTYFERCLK
Target sequence (Q13564 whole entry, looked up): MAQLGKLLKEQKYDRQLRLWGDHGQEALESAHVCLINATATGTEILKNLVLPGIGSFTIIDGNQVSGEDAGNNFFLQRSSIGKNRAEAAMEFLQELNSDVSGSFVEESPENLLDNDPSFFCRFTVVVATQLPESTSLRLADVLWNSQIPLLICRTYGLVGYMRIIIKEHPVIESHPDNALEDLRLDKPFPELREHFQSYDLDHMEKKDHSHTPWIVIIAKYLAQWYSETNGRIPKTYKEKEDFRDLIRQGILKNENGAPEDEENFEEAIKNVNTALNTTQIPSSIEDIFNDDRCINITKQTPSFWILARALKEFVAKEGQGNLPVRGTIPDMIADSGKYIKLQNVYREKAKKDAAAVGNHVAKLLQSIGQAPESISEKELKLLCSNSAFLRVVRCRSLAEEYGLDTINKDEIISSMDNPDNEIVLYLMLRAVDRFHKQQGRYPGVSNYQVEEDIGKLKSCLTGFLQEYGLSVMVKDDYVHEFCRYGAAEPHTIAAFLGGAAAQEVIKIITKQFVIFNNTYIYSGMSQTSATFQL
Rpn11 block = inhibitors of human proteasome Rpn11. 360,000 compounds, 0.59% hits. calls only at 20 µM. human 26S proteasome, Ub4-pepOG fluorescence polarization; 20S core pre-blocked with epoxomicin;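 active means inhibition at 20 µM, scaled to each plate's controls, above about 33%, limit read from the data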
MT1-MMP act inh = inhibitors of human MT1-MMP activation | P50281 | AID 651647 | 360,000 compounds, 0.061% hits | HT1080 RFP-PRO-GFP cells, GFP/RFP ratio fluorescence, overnight; percent of plate control window, DMSO zero | GFP/RFP ratio change, % at 20 µM;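 active means GFP/RFP ratio change of at least 30% with cell ATP level not reduced by more than half and red fluorescence within 50% of control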; further: strong numbers were not always called active
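Material – HT1080 RFP-PRO-GFP cells · Control set – DMSO wells and RFP-L50D-GFP cells · Incubation – overnight cell settling, then overnight compound exposure, 37 °C, 5% CO2 · Compound dosing – single-point 20 µM compound, 1% DMSO · Read-out – GFP/RFP fluorescence ratio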
Starred values were filed as active, the others as inactive; i = inactive; . = no result given.

SMILES	MLLE-PAM2 inh	NadD inh	FAS TE block	CSN deneddyl inh	SKN-1 inh	Rin1-Abl PPI inh	Neddyl block	Rpn11 block	MT1-MMP act inh
CCN(C(=O)COC(=O)CN1C(=O)c2ccccc2C1=O)c1ccccc1	-4	-1	-2	-1	0	-1	i	i	2
Cc1c(C)c2c(OCC(=O)NCC(C)C)cc3c(c2oc1=O)CCC(C)(C)O3	0	-2	3	-3	20	2	.	i	-1
Cc1cc(-c2ccccc2)n(-c2ccccc2)n1	4	-1	12	-3	12	-4	i	i	-1
CCOC(=O)c1sc(NC(=O)c2ccc(S(=O)(=O)N3CCOCC3)cc2)nc1-c1ccccc1	8	7	19	0	7	-5	i	i	-5
CC(C)CNC(=O)COC(=O)c1c2c(nc3ccccc13)/C(=C\c1cccs1)CC2	-6	12	9	9	15	1	.	i	-4
CCOC(=O)c1c(NC(=O)Cn2c(C)nc3ccccc32)sc2c1CCC2	16	4	9	3	0	7	i	i	0
O=C(C[n+]1cccc(CNC(=O)c2ccc(OC(F)F)cc2)c1)Nc1ccccc1Cl	11	-6	-9	-5	-6	-5	i	i	1
COc1cccc(-c2nnc(NC(=O)c3ccc(S(=O)(=O)N(CC(C)C)CC(C)C)cc3)o2)c1	-1	16	12	-5	7	0	i	i	1
Fc1ccc(CNC(=S)Nc2ccccc2F)cc1	10	-3	-2	1	-21	5	i	i	13
O=C(N/N=C\c1ccc[nH]1)c1cncc(Br)c1	-8	-3	-4	1	10	-4	i	i	-8
COc1ccc(S(=O)(=O)N(CC(=O)Nc2ccc(S(=O)(=O)N3CCOCC3)cc2)Cc2ccc(F)cc2)cc1	7	-6	32	3	19	1	i	i	5
O=C(Cc1ccc(Cl)cc1Cl)Nc1ccncc1	-12	6	1	-1	8	-4	i	i	1

Filtered by structure: the compounds so far containing a Cl atom.
SMILES	MLLE-PAM2 inh	NadD inh	FAS TE block	CSN deneddyl inh	SKN-1 inh	Rin1-Abl PPI inh	Neddyl block	Rpn11 block	MT1-MMP act inh
O=C(C[n+]1cccc(CNC(=O)c2ccc(OC(F)F)cc2)c1)Nc1ccccc1Cl	11	-6	-9	-5	-6	-5	i	i	1
O=C(Cc1ccc(Cl)cc1Cl)Nc1ccncc1	-12	6	1	-1	8	-4	i	i	1

Next section
SMILES	MLLE-PAM2 inh	NadD inh	FAS TE block	CSN deneddyl inh	SKN-1 inh	Rin1-Abl PPI inh	Neddyl block	Rpn11 block	MT1-MMP act inh
COc1ccc(N2C(=O)C(F)(F)C2c2cccc(F)c2)cc1 (centres undefined)	3	-6	10	-2	-6	4	i	i	2
COc1ccc(OC)c(S(=O)(=O)n2nc(-c3ccccc3)cc2N)c1	6	-4	5	-2	5	-2	i	i	-1
Cc1ccc(-c2ccc(=O)n(CCC(=O)N3CCN(Cc4ccccc4)CC3)n2)cc1	-10	-1	1	-1	0	-3	i	i	-2
O=C(O)CCC(=O)N1CCc2cc(S(=O)(=O)NC3CCCC3)ccc21	4	-8	-4	2	10	1	i	i	-2
COc1cc(CNCCO)cc(Cl)c1OCc1ccccc1Cl	-3	-7	-2	-2	5	-1	i	i	-1
CN1C[C@@H]2C(c3ccccc3)C3(c4ccc(C#N)cc4)CC2(C3)[C@H]1c1ccccc1 (some centres undefined)	1	-7	10	-4	6	2	i	i	-1
CCC1(CC)Cc2ccccc2-c2nc(-c3ccccc3)oc(=O)c21	-4	-3	13	-3	-8	-3	i	i	2
COc1ccc(Cl)cc1NC(=O)C(=O)NCc1ccncc1	-8	-1	4	-12	11	2	i	i	1
C[C@H]1O[C@@H](O[C@H]2[C@@H](O)C[C@H](O[C@H]3[C@@H](O)C[C@H](O[C@H]4CC[C@@]5(C)[C@H](CC[C@@H]6[C@@H]5C[C@@H](O)[C@]5(C)[C@@H](C7=CC(=O)OC7)CC[C@]65O)C4)O[C@@H]3C)O[C@@H]2C)C[C@H](O)[C@@H]1O	-4	2	1	-4	1	-1	i	i	-33
CC(=O)Nc1ccc(N(CC(=O)NC2CCCCC2)C(=O)Cn2nnc(-c3ccccc3)n2)cc1	-14	0	-1	4	1	0	i	i	6
C/C(=C\c1ccc(Cl)cc1)C(=O)c1c(C)cc(C)[nH]c1=O	1	0	-1	2	-3	1	i	i	1
COc1ccccc1CN1CC(C(=O)NCC2(O)CCCCC2)CCC1=O (centres undefined)	4	1	-6	-5	-1	-4	i	i	1
CCCCNc1c(N)n(CCC)c(=O)[nH]c1=O	-2	-3	-9	-4	4	1	i	i	2
COc1cccc(C2=NOC(C(=O)NCc3cccs3)C2)c1 (centres undefined)	-6	3	-2	0	-26	3	i	i	6
O=C(O)CCN1CCc2ccccc21	4	-2	-5	0	9	3	i	i	0
Cc1ccccc1S(=O)(=O)Oc1ccc2ccc(O)cc2c1	1	5	18	-4	-17	-1	i	i	4
COc1cccc(CN2CCN(CC(=O)NCCc3ccccc3)CC2)c1	-10	-1	0	5	21	-1	i	i	-3
CCOc1ccccc1C(=O)NC(C(=O)Nc1cccc(S(N)(=O)=O)c1)C(C)C (centres undefined)	-10	-1	0	-7	3	-3	i	i	-1
COc1cc(-c2nc3c4ccccc4nc(=S)n3[nH]2)cc(OC)c1OC	-68	10	0	-1	10	-1	i	i	29
CCCNC(=O)COc1ncnc2sccc12	-10	0	-2	0	-4	3	i	i	3
CCc1ccc2oc(=O)cc(CN3CCCCC3C)c2c1 (centres undefined)	-19	3	10	-2	-10	-2	i	i	-4
COc1ccccc1NC(=O)C(C)OC(=O)CSCC(=O)Nc1cc(C)on1 (centres undefined)	0	1	-4	5	10	0	i	i	0
O=C(O)CCCNC(=O)CCn1nnc2ccccc2c1=O	-11	-7	-8	-2	-2	-1	i	i	-1
CN(C(=O)c1ccc(S(=O)(=O)N2CCCC2)cc1)C1CCS(=O)(=O)C1 (centres undefined)	5	3	-7	1	1	2	i	i	2

Part of the list above with just Neddyl block and SKN-1 inh.
Compound,Neddyl block,SKN-1 inh
CCOc1ccccc1C(=O)NC(C(=O)Nc1cccc(S(N)(=O)=O)c1)C(C)C (centres undefined),i,3
COc1cc(-c2nc3c4ccccc4nc(=S)n3[nH]2)cc(OC)c1OC,i,10
CCCNC(=O)COc1ncnc2sccc12,i,-4
CCc1ccc2oc(=O)cc(CN3CCCCC3C)c2c1 (centres undefined),i,-10

Other entries follow:
SMILES	MLLE-PAM2 inh	NadD inh	FAS TE block	CSN deneddyl inh	SKN-1 inh	Rin1-Abl PPI inh	Neddyl block	Rpn11 block	MT1-MMP act inh
O=C(CCCC(=O)N(c1cccc(F)c1)C(C(=O)NC1CCCC1)c1ccc(O)cc1)Nc1ccccn1 (centres undefined)	21	-12	0	5	-5	1	i	i	-1
C#CCCC/C(=C\C(=O)N(C)[C@H](C(=O)N(C)[C@H](C(=O)N(C)[C@H](C(=O)N(C)[C@H](C(N)=O)C(C)C)C(C)C)C(C)C)C(C)C)OC	3	-5	-8	3	-14	0	i	i	-2
COc1cc(-c2cc(N)n(S(=O)(=O)c3ccccc3)n2)cc(OC)c1OC	-2	2	-1	5	1	-5	i	i	-4
O=C(NNC(=S)Nc1ccccc1)c1cc(-c2cccnc2)nc2ccccc12	17	5	4	-12	5	-1	i	i	1
CCn1cc(S(=O)(=O)NCc2ccc(OC)cc2)cn1	-2	-3	-4	1	6	1	i	i	-2
O=C(NCc1ccc(Cl)cc1)c1ccc(Cn2cc(C(F)(F)F)ccc2=O)cc1	-5	-6	13	5	-8	1	i	i	4
CC1(C(=O)NS(=O)(=O)c2cccc(C#N)c2)CCN1C(=O)c1ccccc1 (centres undefined)	1	-1	-3	-4	5	0	i	i	-2
CCOc1ccc(N2C(=O)CC(Sc3nc4ccc(OCC)cc4s3)C2=O)cc1 (centres undefined)	5	-7	19	2	9	0	i	i	6
CCN1CCN(CCC(=O)Nc2cc(OC)ccc2OC)CC1	5	-2	-7	3	14	0	i	i	-4
Cc1occc1C(=O)NNC(=S)NCc1ccccc1	-50	0	-12	-2	-8	0	i	i	2
O=C(NCC1CCCN1S(=O)(=O)c1cccs1)c1cccc(Cl)c1 (centres undefined)	-7	-2	1	1	12	2	i	i	5
CCN1C(=O)C(=Cc2cccc(OC)c2Oc2ccc([N+](=O)[O-])cc2[N+](=O)[O-])SC1=S	28	10	24	5	-2	-3	i	i	-3
Cc1nc2ccccn2c1C(=O)NNC(=S)Nc1ccc(Cl)cc1	25	6	-8	1	2	0	i	i	20
c1cncc(CNCc2ccco2)c1	18	-1	-7	-5	14	1	i	i	-4
Cn1cc(C(=O)NCC(=O)Nc2ccccc2Br)cn1	8	4	-9	1	-5	1	i	i	-2
Cc1ccc(NC(=O)CN2C(=O)NC3(CCCc4ccccc43)C2=O)c(C)c1 (centres undefined)	-4	-1	-6	2	4	0	i	i	0
O=C(COc1ccc([N+](=O)[O-])cc1)NNC(=O)Nc1ccc([N+](=O)[O-])cc1	5	-4	48	3	-5	-3	i	i	2
O=C(c1ccccc1)n1c2ccccc2c(=O)n1-c1ccccc1CCl	9	-6	8	5	14	5	i	i	3
CCOC(=O)CN1C(=O)C(C)(C)Oc2ccc(C(=O)Nc3ccccc3)cc21	0	-2	1	-6	3	0	i	i	2
C=CCOc1ccc(C2C(C(=O)c3ccc(C)o3)=C(O)C(=O)N2Cc2cccnc2)cc1 (centres undefined)	-5	10	9	0	13	-3	i	i	0
O=C(Nc1ccccc1C(=O)N1CCOCC1)c1ccc(F)cc1	-3	3	-13	5	16	-3	i	i	-6
CCN(C(=O)CCC(=O)N(CC)c1ccccc1)c1ccccc1	-8	-8	-20	-3	4	-1	i	i	-3
COc1cccc(CNC(=O)C2CCCN(c3nn4c(=O)cc(C)nc4s3)C2)c1OC (centres undefined)	0	3	-5	-1	-7	2	i	i	2
COC(=O)CSc1nc(C)cc(Oc2ccccc2)n1	4	1	-2	12	4	-1	i	i	2
CC12CCC(C(=O)NCc3cccnc3)(OC1=O)C2(C)C (centres undefined)	17	1	-9	-2	5	2	i	i	-5

Looked up one by one from above (five):
SMILES	MLLE-PAM2 inh	NadD inh	FAS TE block	CSN deneddyl inh	SKN-1 inh	Rin1-Abl PPI inh	Neddyl block	Rpn11 block	MT1-MMP act inh
COc1cccc(CN2CCN(CC(=O)NCCc3ccccc3)CC2)c1	-10	-1	0	5	21	-1	i	i	-3
Cc1ccc(-c2ccc(=O)n(CCC(=O)N3CCN(Cc4ccccc4)CC3)n2)cc1	-10	-1	1	-1	0	-3	i	i	-2
CCOc1ccc(N2C(=O)CC(Sc3nc4ccc(OCC)cc4s3)C2=O)cc1 (centres undefined)	5	-7	19	2	9	0	i	i	6
COc1cccc(C2=NOC(C(=O)NCc3cccs3)C2)c1 (centres undefined)	-6	3	-2	0	-26	3	i	i	6
O=C(CCCC(=O)N(c1cccc(F)c1)C(C(=O)NC1CCCC1)c1ccc(O)cc1)Nc1ccccn1 (centres undefined)	21	-12	0	5	-5	1	i	i	-1

Compound activity from PubChem.
